High-throughput results as filed in PubChem.
CHT inh – inhibitors of human choline transporter CHT; CHT-expressing cells, membrane potential dye, choline response; hits give low values; 310,000 compounds, 0.86% hits; B-score at 10 µM; Q9GZV3;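 active = B-score over 3 SD under the library average, and starting fluorescence ratio not unusually high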;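 also: choline stimulus applied at its EC90 after an EC20 pre-addition; B-score computed on integrated fluorescence ratio after choline addition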
Target sequence (Q9GZV3 whole entry, looked up): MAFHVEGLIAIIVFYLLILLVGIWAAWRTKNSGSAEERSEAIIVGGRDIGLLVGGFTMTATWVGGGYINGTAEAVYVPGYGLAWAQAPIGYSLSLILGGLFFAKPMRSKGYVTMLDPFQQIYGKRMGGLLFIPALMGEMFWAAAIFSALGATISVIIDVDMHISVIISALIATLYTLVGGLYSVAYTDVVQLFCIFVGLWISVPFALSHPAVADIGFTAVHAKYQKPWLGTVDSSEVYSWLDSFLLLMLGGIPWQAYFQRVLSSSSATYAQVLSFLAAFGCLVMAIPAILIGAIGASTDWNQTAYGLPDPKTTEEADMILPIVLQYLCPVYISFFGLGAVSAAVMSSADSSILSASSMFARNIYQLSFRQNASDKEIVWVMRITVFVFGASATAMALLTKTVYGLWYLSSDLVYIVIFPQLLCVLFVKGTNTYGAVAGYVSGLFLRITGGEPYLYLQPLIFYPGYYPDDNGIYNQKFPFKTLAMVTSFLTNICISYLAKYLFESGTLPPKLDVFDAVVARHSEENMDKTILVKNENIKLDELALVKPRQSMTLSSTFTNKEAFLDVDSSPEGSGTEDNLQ
Kir21 inh – inhibitors of mouse Kir2.1 inward-rectifier potassium channel; P35561; HEK293-Kir2.1, FluxOR thallium flux fluorescence; hits give low values; B-score at 10 µM; 310,000 compounds, 0.85% hits; AID 1672;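 active = fluorescence ratio B-score at or below minus 3 SD of library scores, with starting-brightness B-score within 2 SD, cut at about -4.2 in these data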;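 also: channel flux triggered by added potassium and thallium sulfate stimulus; B-score of peak minus minimum fluorescence over baseline after thallium stimulus; more negative B-score means stronger Kir2.1 block with less thallium influx; some compounds called inactive have numbers as strong as hits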
Target sequence (P35561 whole entry, looked up): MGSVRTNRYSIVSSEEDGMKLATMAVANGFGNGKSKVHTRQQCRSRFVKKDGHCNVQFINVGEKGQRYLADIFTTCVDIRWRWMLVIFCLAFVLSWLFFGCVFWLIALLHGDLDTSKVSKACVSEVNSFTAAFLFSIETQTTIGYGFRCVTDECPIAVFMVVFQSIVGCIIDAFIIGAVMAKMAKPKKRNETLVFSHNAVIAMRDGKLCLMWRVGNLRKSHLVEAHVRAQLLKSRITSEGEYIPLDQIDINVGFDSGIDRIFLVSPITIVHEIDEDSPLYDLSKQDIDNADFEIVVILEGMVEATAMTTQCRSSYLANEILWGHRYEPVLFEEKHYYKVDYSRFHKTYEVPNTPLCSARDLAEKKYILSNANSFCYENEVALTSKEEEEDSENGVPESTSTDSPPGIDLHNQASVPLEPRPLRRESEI
KCNQ2 inh – KCNQ2 potassium channel inhibitors, primary screen, cell-based, CHO-K1, FluxOR thallium flux, B-score (AID 2156) | B-score at 10 µM | 20 min; hits give low values | 310,000 compounds, 1.1% hits | O88943;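 active = fluorescence ratio B-score at most minus 3 library SDs, with starting brightness B-score within 2 library SDs, cut at about -5.5 in these data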
* = called active by the depositor; i = inactive; . = not tested or not shown.

CHT inh	Kir21 inh	SMILES	KCNQ2 inh
i	0.09	COCC(C)n1c(SCc2cc(=O)n3cc(C)ccc3n2)nc2ccccc2c1=O (stereo not given)	i
i	0.61	Cc1cc2oc(=O)cc(CSc3nnc(C)n3N)c2cc1C(C)C	i
i	-1.6	CCOC(=O)Cc1csc(NC(=O)c2cccnc2)n1	i
i	1.3	C(=N\N1CCOCC1)/c1cccs1	i
i	-0.24	O=S(=O)(c1ccc2ccccc2c1)N1CCNCC1	i
i	1.2	CCN(C(=O)c1ccc(NC(=O)Cc2ccccc2)cc1)c1ccccc1	i
i	-1.3	O=C(Nc1ccc(F)c(F)c1)c1ccc(F)c(S(=O)(=O)N2CCOCC2)c1	i
i	0.76	CSc1ccc(S(=O)(=O)N2CCC(C(=O)NCc3cccnc3)CC2)cc1	i
i	-0.42	COc1ccccc1N1CCN(C(=O)C(CC(C)C)NC(=O)C2CCCCC2)CC1 (stereo not given)	i
-6.5*	0.35	O=C(c1cc(COc2ccc(F)cc2Cl)on1)N1CCC(c2ccncc2)CC1	i
i	0.34	COC(=O)Cc1ccc(NC(=S)N2CCN(c3ccccn3)CC2)cc1	i
i	1.9	O=C(NCc1ccc(Cl)cc1)c1cc2c(s1)CS(=O)(=O)C2	i
i	-0.3	O=C(Cc1csc(NC(=O)Nc2ccc(Cl)cc2)n1)NCc1ccccn1	i
i	0.38	CCOc1ccc(C(C(=O)NC(C)(C)C)N(CCOC)C(=O)CCC(=O)Nc2ccccn2)cc1 (stereo not given)	i
i	0.66	O=S(=O)(c1ccc(-c2csc(Nc3ccc(Br)cc3)n2)cc1)N1CCCC1	i

Arranged by count of non-hydrogen atoms (ascending): some entries from above
CHT inh	Kir21 inh	SMILES	KCNQ2 inh
i	1.3	C(=N\N1CCOCC1)/c1cccs1	i
i	-0.24	O=S(=O)(c1ccc2ccccc2c1)N1CCNCC1	i
i	1.9	O=C(NCc1ccc(Cl)cc1)c1cc2c(s1)CS(=O)(=O)C2	i
i	0.34	COC(=O)Cc1ccc(NC(=S)N2CCN(c3ccccn3)CC2)cc1	i
i	0.09	COCC(C)n1c(SCc2cc(=O)n3cc(C)ccc3n2)nc2ccccc2c1=O (stereo not given)	i
i	0.38	CCOc1ccc(C(C(=O)NC(C)(C)C)N(CCOC)C(=O)CCC(=O)Nc2ccccn2)cc1 (stereo not given)	i

Further results.
CHT inh	Kir21 inh	SMILES	KCNQ2 inh
i	0.21	O=C(COc1ccc(Cl)cc1)Nc1ccc2c(c1)OCO2	i
i	-1.4	Cc1cc(C)cc(N(C(=O)CNC(=O)c2ccco2)C(C(=O)NC2CCCC2)c2ccncc2)c1 (stereo not given)	i
i	0.9	CCOC(=O)C1CCCN(S(=O)(=O)CCNC(=O)c2ccccc2)C1 (stereo not given)	i
i	-1.2	Clc1ccc(OCCN2CCCCC2)cc1Cl	i
i	-0.07	CC(=O)Nc1cccc(OCCCNC(=O)C2CCC2)c1	i
i	-0.06	CCCCN(Cc1cc2cc(OC)ccc2[nH]c1=O)S(=O)(=O)c1ccc(C)cc1	i
i	-0.61	c1ccc(C(c2ccccc2)c2ccn[nH]2)cc1	i
i	0.31	Nc1nnc(/C=C/c2ccccc2)s1	i
i	-1.3	O=C(CSc1nc(=O)n(CCCN2CCOCC2)c2c1CCCC2)Nc1ccc(Cl)cc1	i
i	-0.27	O=C1CN(C(=O)COC(=O)C2CC(=O)N(Cc3ccco3)C2)c2ccccc2N1 (stereo not given)	i
i	-1.8	c1ccc(-c2csc(N3CCOCC3)n2)cc1	i
i	0.06	CCOC(=O)c1c(NC(=O)CCCC(=O)O)sc2c1CCC2	i
i	-1.1	O=C(c1ccc(Cl)cc1)C1CCN(C(=O)c2ccc(F)cc2)CC1	i
i	-1.5	O=C(CSc1nccn1Cc1ccc(F)cc1)NC1CCCC1	i
i	0.03	CC(NS(=O)(=O)c1ccc2c(c1)c(=O)n(C)c(=O)n2C)C(=O)NC1CCCCC1 (stereo not given)	i
i	-0.41	COCCn1c(COc2cccc(OC)c2)nnc1SCC(=O)NC1CCCCC1	i
i	-1.8	COc1ccccc1CCNC(=O)C(=O)NCC1OCCN1S(=O)(=O)c1ccc([N+](=O)[O-])cc1 (stereo not given)	i
i	-0.48	CCCC1=C(C(=O)OCC)C(c2ccc(F)cc2)n2ncnc2N1 (stereo not given)	i
i	-0.29	O=C(c1ccc2ncsc2c1)N1CCN(c2ccccc2Cl)CC1	i
i	0.01	Cc1cc(C)c2[nH]c(=O)c(CN(CC3CCCO3)S(=O)(=O)c3ccc4c(c3)OCCO4)cc2c1 (stereo not given)	i
i	1.1	CN(C)c1ccc(N=Nc2ccccc2C(=O)OCC(=O)N(C)c2ccccc2)cc1	i
i	1.5	CC(=O)c1ccc(N2CCN(CC(=O)N(CC(C)C)c3c(N)n(CC(C)C)c(=O)[nH]c3=O)CC2)cc1	i
i	-0.5	COc1ccc(-c2cc(C(F)(F)F)n3nc(C(=O)N4CCN5CCCC5C4)cc3n2)cc1OC (stereo not given)	i
i	1.1	Cc1[nH]c2ccccc2c1/C=N/NC(=S)NC(C)C	i
i	-2.5	Cc1ccccc1NC(=O)NC1(C(=O)N2CCOCC2)CCCCC1	i
i	-2.4	COc1ccc(N(C(=O)c2cccnc2)S(=O)(=O)c2ccc3c(c2)n(C)c(=O)n3C)cc1	i
i	3	C#CCCCCCCCCC(=O)NCCCC	i
i	1.8	COc1cccc(NC(=O)c2nn(C)c3c2CS(=O)(=O)c2ccccc2-3)c1	i
i	-1.2	Cc1ccc(Cl)cc1NC(=O)CN1CCN(C(=O)C2CCCO2)CC1 (stereo not given)	i
i	-2.5	O=C(NCCCn1ccnc1)C1CC(c2cccc(Br)c2)=NO1 (stereo not given)	i
i	0.2	N#CC(C(=O)Nc1ccccc1)=C1CCCCC1	i
i	0.27	CSc1sc(C(=O)NN)c2c1C(O)CCC2 (stereo not given)	i
i	0	Cc1ccc(S(=O)(=O)N2CCOCC2)cc1NC(=O)COC(=O)c1cc(=O)[nH]c2ccccc12	i
i	0.98	c1ccc(Nc2nc(-c3cccs3)cs2)nc1	i
i	0.99	COC(=O)/C=c1/s/c(=C(/C#N)C(=O)NCc2ccccc2)n(-c2ccccc2)c1=O	i
i	1.7	CN(C)c1cccc(C(=O)NNC(=O)NC2CCCCC2)c1	i
i	2	O=C(CSc1nc2ccccc2o1)N1CCOCC1	i
i	-0.28	O=C(c1ccc2ccccc2c1)N1CCN(S(=O)(=O)/C=C/c2ccccc2)CC1	i
i	-0.54	CC(C)c1nc(NCCO)c2nnn(Cc3ccccc3)c2n1	i
i	0.01	Cc1ccc(NC(=O)Cn2nnc(C(=O)NCc3ccco3)c2N)cc1	i
i	1.6	CC1(C)Cc2ccccc2-c2nnc(SCc3ccccc3)n21	i
i	0.23	COc1ccc(N=C2SC(C(=O)Nc3ccc(OC)cc3)CC(=O)N2CCN2CCOCC2)cc1 (stereo not given)	i
i	0.36	O=C(CSc1nncs1)NC(=O)NC1CCCC1	i
i	-0.71	O=C(Nc1ccccc1)OCc1cn(-c2ccc(Cl)cc2)nn1	i
i	0.86	O=C(NC1CCCN(Cc2ccc(Cl)cc2)C1)c1cnc2ccccn2c1=O (stereo not given)	i
i	0	O=C(O)C1CC=CCC1C(=O)Nc1ccccc1 (stereo not given)	i
i	-0.43	O=C(Nc1ccc(C(F)(F)F)cc1)N1CCN(c2ccnc3cc(Cl)ccc23)CC1	i
i	-0.16	COC(=O)c1ccccc1NC(=O)Nc1cc(C(C)(C)C)on1	i
i	-0.05	O=C(CN1C(=O)CSc2ccc(S(=O)(=O)N3CCOCC3)cc21)NCCCN1CCOCC1	i
i	-1.1	O=C(Nc1cccnc1)c1sc(Nc2ccccc2)nc1-c1ccccc1	i
i	0.09	O=C(CCC1CCN(C(=O)c2ccccc2Cl)CC1)NCc1ccc(F)cc1	i
-8.1*	-1	CCc1ccc(C(C)NC(=S)NC2CCCCC2)cc1 (stereo not given)	i
i	-0.29	CC(C)C(c1nnnn1C1CCCC1)N1c2ccccc2CC1C (stereo not given)	i
i	-1.2	CN(Cc1cnccn1)Cc1cn(Cc2ccccc2)nc1-c1ccc2c(c1)OCO2	i
i	-0.44	COCCN(Cc1cccs1)S(=O)(=O)c1ccc(-c2ccc(=O)[nH]n2)s1	i
i	0.01	CC(C)[C@H](NC(=O)N1CC(=O)Nc2ccccc21)C(=O)N[C@H](Cc1ccccc1)C(=O)O	i
i	0.93	O=C(Nc1ccccc1N1CCN(C(=O)c2ccccc2)CC1)c1cc(Br)ccc1Cl	i
i	0.79	COc1nc(N(C)C)nc(N(OC)S(=O)(=O)c2ccccc2Cl)n1	i
i	0.77	CC(Cc1cccnc1)NC(=O)c1ccccc1OC1CCN(S(C)(=O)=O)CC1 (stereo not given)	i
.	2.7	CC1=NOC(=O)/C1=C\c1ccc(-c2ccc(Cl)cc2Cl)o1	i

Only KCNQ2 inh and Kir21 inh (three entries from above):
Structure | KCNQ2 inh | Kir21 inh
O=C(CN1C(=O)CSc2ccc(S(=O)(=O)N3CCOCC3)cc21)NCCCN1CCOCC1 | i | -0.05
O=C(Nc1cccnc1)c1sc(Nc2ccccc2)nc1-c1ccccc1 | i | -1.1
O=C(CCC1CCN(C(=O)c2ccccc2Cl)CC1)NCc1ccc(F)cc1 | i | 0.09

Carrying on.
CHT inh	Kir21 inh	SMILES	KCNQ2 inh
i	0.45	CC(NC(=O)C12CC3CC(CC(O)(C3)C1)C2)c1ccc(Cl)cc1Cl (stereo not given)	i
i	0.03	CNc1ncc(Cc2ccccc2)s1	i
i	0.02	CCCC(=O)Nc1ccccc1NC(=O)CN(C)S(=O)(=O)c1ccc(C)cc1	i
i	1.3	CCOC(=O)C1CCCN(C(=O)c2ccc([N+](=O)[O-])cc2)C1 (stereo not given)	i
i	-0.9	Cc1ccn2cc(CCNS(=O)(=O)c3ccc([N+](=O)[O-])cc3)nc2c1	i
i	-2.2	CN(C)/C=C/C(=O)Oc1ccc(Cl)cc1Cl	i
i	0.37	Cc1ccc(S(=O)(=O)NC(=O)Nc2ccc(F)cc2)cc1	i
i	1.3	CC(=O)OCCn1c(C)[n+](CCOC(C)=O)c2cc(Cl)c(Cl)cc21	i
i	1.9	CCC(C)(C)c1ccc(OCC(=O)Nc2ccncc2)cc1	i
i	-1.2	O=C(c1ccc(Cl)cc1)c1oc2ccccc2c1CS(=O)c1ccccc1 (stereo not given)	-5.7*
i	-0.73	CS(=O)(=O)Nc1cccc(C(=O)OCCCOc2ccc(F)cc2)c1	i
i	-0.34	Cc1ccc(C(=O)Nc2ccccc2-c2ccccc2)cc1[N+](=O)[O-]	i
i	1.1	Clc1ccc(Cl)c(Oc2ccc(Oc3nc(Cl)ccc3Cl)cc2)n1	i
i	0.76	Cc1ccc(C(=O)CCc2ccc(N)cc2)cc1	i
i	-1.6	O=c1c2ccccc2cnn1-c1ccc(Cl)nn1	i

2 entries picked at random from the list so far, as already listed:
CHT inh	Kir21 inh	SMILES	KCNQ2 inh
i	-2.2	CN(C)/C=C/C(=O)Oc1ccc(Cl)cc1Cl	i
i	-1.3	O=C(Nc1ccc(F)c(F)c1)c1ccc(F)c(S(=O)(=O)N2CCOCC2)c1	i

(cont.)
CHT inh	Kir21 inh	SMILES	KCNQ2 inh
i	0.87	Cc1ccccc1NC(=O)NCCc1ccc(Cl)cc1	i
i	-0.63	CCOC(=O)NCc1cc(-c2nn(C)c(=O)c3ccccc23)ccc1C	i
i	0.18	Cc1nn(-c2cccc(Cl)c2)c2c1C(c1ccncc1)C(C#N)=C(N)O2 (stereo not given)	i
i	1.9	CN(C)C(=O)CSc1n[nH]c(=O)n1CCc1ccccc1	i
i	-0.28	O=C1c2cccc([N+](=O)[O-])c2C(=O)N1CCO	i
i	0.72	CCc1cccc(CC)c1NC(=O)COC(=O)c1cccc(-c2ccc(OC(C)=O)cc2)c1	i
i	-0.57	CCCCCOC(=O)C1[C@H]2C(=O)N(c3ccccc3CC)C[C@]23C=C[C@H]1O3 (stereo not given in full)	i
i	0.09	O=C(Cc1ccccc1)Nc1ccccc1C(=O)O	i
i	0.28	CCOc1ccc(C(=O)CCC(=O)N2CCC(C(=O)OC)CC2)cc1	i
i	1	COc1ccccc1NC(=O)Nc1nc(CC(=O)NCc2ccccn2)cs1	i
i	1.7	Cc1ccc(SCC(=O)OCC(=O)NCc2cccs2)cc1	i
i	0.84	CC1SCC(=O)N(CC(=O)NCc2ccccc2)C1=O (stereo not given)	i
i	0.13	CSC1=NC2(C[C@H]2c2ccccc2)C(=O)N1C (stereo not given in full)	i
.	0.24	Cc1nc(NC(=O)c2ccccc2)sc1C1(C)CC(c2c(Cl)cccc2Cl)=NO1 (stereo not given)	i
i	0.3	COc1ccccc1NC(=O)CN(c1ccc([N+](=O)[O-])cc1)S(=O)(=O)c1ccccc1	i
i	-1.1	COc1ccc(S(=O)(=O)N2CCC(C(=O)N3CCCCC3)CC2)cc1OC	i
i	0.06	Cc1cccc(OCCC(=O)Nc2c(C)n(C)n(-c3ccccc3)c2=O)c1	i
i	0.38	Cc1ccsc1-c1nc(CSCC(=O)N2CCN(c3ccccc3)CC2)c(C)o1	i
-9.4*	-0.16	O=C(NC1CCCCCCC1)c1ccc(CNc2c(N3CCOCC3)c(=O)c2=O)cc1	i
